EBI2 block: antagonists of human EBI2 receptor. P32249. EBI2 beta-arrestin recruitment, luminescence, 7a,25-OHC stimulated. inhibition, % at 5 µM. 360,000 compounds, 0.81% hits; in the data active means inhibition above about 38%;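 further: enzyme fragment complementation signal reports receptor beta-arrestin coupling in cells; 0% = agonist plus DMSO wells and 100% = wells without agonist; some results beyond the cut were filed as inactive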
Target sequence (P32249 whole entry, looked up, the tested form may be a part): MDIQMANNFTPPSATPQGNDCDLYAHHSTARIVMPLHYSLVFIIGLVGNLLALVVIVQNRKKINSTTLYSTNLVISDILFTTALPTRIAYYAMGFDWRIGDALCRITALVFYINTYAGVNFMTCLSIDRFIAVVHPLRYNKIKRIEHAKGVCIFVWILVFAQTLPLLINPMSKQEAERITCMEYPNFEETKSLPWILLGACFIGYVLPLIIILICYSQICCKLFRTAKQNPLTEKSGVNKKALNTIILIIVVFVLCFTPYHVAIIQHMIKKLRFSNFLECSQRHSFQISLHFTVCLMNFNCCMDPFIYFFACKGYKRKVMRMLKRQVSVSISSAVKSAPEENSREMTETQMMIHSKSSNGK
SENP8 inh: blocks the human protease SENP8. inhibition, % at 10 µM. purified SENP8, Z-RLRGG-aminoluciferin cleavage, luminescence. Q96LD8. 330,000 compounds, 1.2% hits
Target sequence (Q96LD8 whole entry, looked up): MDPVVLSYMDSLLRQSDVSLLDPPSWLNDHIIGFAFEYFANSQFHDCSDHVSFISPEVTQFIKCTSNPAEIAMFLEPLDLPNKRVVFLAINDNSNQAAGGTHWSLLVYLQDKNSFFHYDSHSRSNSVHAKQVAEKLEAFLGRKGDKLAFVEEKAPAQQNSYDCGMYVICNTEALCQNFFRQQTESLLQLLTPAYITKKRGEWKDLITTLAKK
CCR6 antag: CCR6 (human) receptor antagonism; P51684; CHO-K1 CCR6 PathHunter beta-arrestin, luminescence, CCL20-stimulated; inhibition, % at 20 µM; 340,000 compounds, 0.49% hits;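 active means compounds whose inhibition of the agonist-driven luminescence signal at 20 µM reaches about 50%, limit read from the data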;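 further: cells stimulated with CCL20 at 14 nM final; plate controls were DMSO with CCL20 for no effect and DMSO without agonist for full effect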
Target sequence (P51684 whole entry, looked up): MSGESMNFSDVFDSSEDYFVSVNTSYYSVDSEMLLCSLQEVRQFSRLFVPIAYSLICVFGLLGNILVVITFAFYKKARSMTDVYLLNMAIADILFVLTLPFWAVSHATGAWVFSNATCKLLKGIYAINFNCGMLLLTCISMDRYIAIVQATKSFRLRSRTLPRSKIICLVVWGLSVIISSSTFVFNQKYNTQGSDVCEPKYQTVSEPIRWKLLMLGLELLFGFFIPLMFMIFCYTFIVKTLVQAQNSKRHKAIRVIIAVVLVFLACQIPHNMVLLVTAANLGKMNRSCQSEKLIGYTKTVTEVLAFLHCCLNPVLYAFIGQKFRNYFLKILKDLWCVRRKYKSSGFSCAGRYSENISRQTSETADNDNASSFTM
UBC13 polyUb: inhibitors of human UBC13 polyubiquitin chain formation | inhibition, % at 20 µM | P61088 | 330,000 compounds, 0.47% hits | TR-FRET | AID 485273; in the data active means inhibition above about 45%, passing the limit was not always enough
Jurkat NFkB inh: lowers PMA/ionomycin-induced NF-kB signal in Jurkat cells; inhibition, % at 4 µM; PMA/ionomycin-induced NF-kB luciferase reporter, luminescence; 330,000 compounds, 0.53% hits
Apaf-1 inh: human Apaf-1 inhibition; O14727; reconstituted apoptosome caspase-3 activity, DEVD-Rh110 fluorescence; inhibition, % at 20 µM; 330,000 compounds, 0.71% hits; AID 489030; active means inhibition of at least 40% at 20 µM;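 further: plate controls were DMSO wells for no effect and DEVD-CHO caspase inhibitor wells for full effect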
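System – cell-free apoptosome with Apaf-1, procaspase-3 and caspase-9 · Buffer or medium – pH 7.5 Hepes buffer with CHAPS, BSA, DTT · Also added – cytochrome c with DEVD-Rh110 · Times – 30 min compound preincubation, 50 min activation, room temperature · Technique – Rh110 fluorescence intensity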
697 NFkB inh: lowers PMA/ionomycin-induced NF-kB signal in 697 B cells; AID 435022; 330,000 compounds, 0.33% hits; inhibition, % at 4 µM; 697 B-cell NF-kB luciferase reporter, 16 h; in the data active means inhibition above about 35%
Gli-Sufu antag: blocks Gli-Sufu signaling in a luciferase reporter | Sufu-KO-LIGHT fibroblasts, Gli luciferase reporter luminescence | 340,000 compounds, 0.74% hits | inhibition, % at 5 µM;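 active means inhibition above about 55%, limit read from the data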;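 further: 0% = DMSO-treated cells and 100% = wells with medium but no cells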
* hit, by the source's call; . = not tested or not shown. Unless noted, no stated cut-off is given here; in the data, active means inhibition above about 50%; inactive means the rest. The list is partial, so the mix of outcomes need not match the whole.

SMILES	EBI2 block	SENP8 inh	CCR6 antag	UBC13 polyUb	Jurkat NFkB inh	Apaf-1 inh	697 NFkB inh	Gli-Sufu antag
CSc1ccc(C(=O)N2CCC(CCC(=O)NC3CC3)CC2)cc1	0	0	7	4	7	-3	8	0
COCCCNC(=S)NNC(=O)c1cc(C2CC2)nc2ccccc12	-1	9	12	-4	6	-2	0	-3
O=C1C2CCCCN2C(=O)N1CCCCN1CCN(c2ccc(F)cc2)CC1 (centres undefined)	-3	-4	9	8	11	-2	16	15
N#CCCCc1cc2ccccc2cn1	-10	-15	11	-11	-13	3	-4	-11
Cc1ccc(NCCC(=O)c2cccs2)cc1Cl	-4	-15	0	2	-27	12	-41	-33
CC(C)CCN1CCN(Cc2ccc(Sc3nncn3C)o2)CC1CCO (centres undefined)	-3	-2	11	2	18	-6	14	7
COc1ccc(C(=O)NNC(=O)C2CC=CCC2)cc1 (centres undefined)	-15	-9	7	-5	-8	2	-25	23
CC(C)c1ccc(NC2=CC(=O)CC(C)(C)C2)cc1	-12	1	5	-5	-34	13	-38	.
Cc1cc(NC(=O)CCC(=O)N(c2ccc(F)cc2)C(C(=O)NC2CCCC2)c2cccnc2)no1 (centres undefined)	-10	3	2	1	5	-3	9	2
O=C(O)c1cccc(CN2C(=O)S/C(=C/c3cccc([N+](=O)[O-])c3)C2=O)c1	0	-10	4	-6	-5	-13	7	10
C=C1CCN([C@@H](CC(C)C)C(=O)NN2CCOCC2)S(=O)(=O)c2ccccc21	-30	-14	2	3	11	7	-1	0
Cc1oc2nc(SCCCC(=O)NCCO)nc(N)c2c1C	-8	-5	-5	3	-4	2	17	-2
Nc1c(C(=O)NCc2ccc3c(c2)OCO3)nnn1CC(=O)Nc1ccc(Br)cc1	-2	-4	-9	-5	7	2	17	13
CCc1cc2c(C)cc(=O)oc2cc1OC(=O)C1CCCN1C(=O)OC(C)(C)C (centres undefined)	.	-3	12	-1	-5	18	-28	6
COc1ccc(N2C(=O)[C@@H]3[C@H](C2=O)[C@H]2C=CC=NN2[C@@H]3C(=O)Nc2ccc(Cl)cc2)cc1	8	-5	17	-10	7	-9	11	8
OC(COc1ccc(OCc2ccccc2)cc1)CN1CCOCC1 (centres undefined)	-7	-11	4	-4	-11	-3	-16	-1
O=[N+]([O-])c1cccc(-c2nnc(CNC3CC3)o2)c1	-7	6	8	-4	11	-1	11	-4
Cc1ccc(C2=C/C(=C/c3cccs3)C(=O)O2)cc1	9	34	-15	-25	-14	-8	-25	-10
O=C(C1=COCCO1)N1CCN(S(=O)(=O)c2cccc(Cl)c2Cl)CC1	8	8	7	2	0	5	-13	-2
COCCCNC(=S)N1CCCC(c2nc3cc(C)c(C)cc3[nH]2)C1 (centres undefined)	12	6	-2	-1	0	4	11	16
COc1ccc(CCNc2ccncn2)cc1OC	3	-5	-1	-1	1	-3	-9	-1
O=C(c1cc(COc2ccc(F)cc2Cl)on1)N1CCN(C2CCCC2)CC1	0	1	2	4	-2	22	2	0
COc1cccc(Nc2ncc(C(=O)O)c3ccccc23)c1	-3	-9	3	5	-4	4	0	2
CCOc1ccc2nc(SCC(=O)N(CCOC)c3c(N)n(Cc4ccccc4)c(=O)[nH]c3=O)[nH]c2c1	1	6	14	2	8	2	13	-9
COC(CNc1nc(SC)nc2sc3c(c12)CCN(C)C3)OC	-10	7	6	9	16	2	8	22

Six of the compounds above, with values under each structure:
The line under a structure holds: EBI2 block | SENP8 inh | CCR6 antag | UBC13 polyUb | Jurkat NFkB inh | Apaf-1 inh | 697 NFkB inh | Gli-Sufu antag
C=C1CCN([C@@H](CC(C)C)C(=O)NN2CCOCC2)S(=O)(=O)c2ccccc21
  -30 | -14 | 2 | 3 | 11 | 7 | -1 | 0
Cc1oc2nc(SCCCC(=O)NCCO)nc(N)c2c1C
  -8 | -5 | -5 | 3 | -4 | 2 | 17 | -2
Nc1c(C(=O)NCc2ccc3c(c2)OCO3)nnn1CC(=O)Nc1ccc(Br)cc1
  -2 | -4 | -9 | -5 | 7 | 2 | 17 | 13
CCc1cc2c(C)cc(=O)oc2cc1OC(=O)C1CCCN1C(=O)OC(C)(C)C (centres undefined)
  . | -3 | 12 | -1 | -5 | 18 | -28 | 6
COc1ccc(N2C(=O)[C@@H]3[C@H](C2=O)[C@H]2C=CC=NN2[C@@H]3C(=O)Nc2ccc(Cl)cc2)cc1
  8 | -5 | 17 | -10 | 7 | -9 | 11 | 8
OC(COc1ccc(OCc2ccccc2)cc1)CN1CCOCC1 (centres undefined)
  -7 | -11 | 4 | -4 | -11 | -3 | -16 | -1

Later entries:
SMILES	EBI2 block	SENP8 inh	CCR6 antag	UBC13 polyUb	Jurkat NFkB inh	Apaf-1 inh	697 NFkB inh	Gli-Sufu antag
CSc1nc(-c2ccco2)nn1C(=O)Cc1ccccc1	-9	6	-4	-2	3	-7	16	-2
Cc1ccccc1-c1nnn(CC(=O)Nc2ccc3c(c2)OCO3)n1	0	0	0	13	5	4	-5	-3
COc1ccc(C(NC(C)=O)c2ccc3cccnc3c2O)c(OC)c1 (centres undefined)	-10	1	6	-7	35	-3	-27	55
O=C(O)/C=C/c1cn(Cc2ccccc2)nc1-c1cccnc1	-1	-6	15	-17	-11	4	-12	-2
Cc1nc(SCc2ccc([N+](=O)[O-])cc2)nc2ccccc12	10	-11	10	-12	-27	12	-6	2
COc1ccc(NC(=O)NCCC2=CCCCC2)cc1	7	-8	-5	-14	-107	1	-151	-11
Cc1cc(C(F)(F)F)cc(NNC(=O)NC(=O)c2ccccc2Cl)n1	5	-7	-3	5	13	4	17	1
COc1cc(CNC2CCCCCCC2)cc(Br)c1OCC#N	6	-5	1	-66	-12	6	18	27
CCC(=O)c1ccccc1OCCCN1C(=O)NC(C)(C)C1=O	6	4	-11	13	2	-15	6	-10
O=c1c2c(O)cc(O)cc2oc2c(O)ccc(O[C@H]3O[C@@H](CO)[C@H](O)[C@@H](O)[C@@H]3O)c12	-15	0	-2	2	7	-3	8	6
CCOC(=O)c1c(CN2CCCCC2)n(C)c2cc(Br)c(O)c(CN(C)C)c12	8	-11	6	-11	-19	18	-10	14
Cc1ccc2nc(N3CCN(C)CC3)c(C=O)c(=O)n2c1	8	0	-5	-1	5	2	11	27
CCCCNC(=S)Nc1ccccc1Cc1ccccc1	-1	0	16	-2	1	8	3	5
COc1ccc(-c2cc(C(=O)Nc3nc4c(C)cccc4s3)c3ccccc3n2)cc1OC	13	-2	-4	5	-16	-6	2	4
COC(=O)c1sc2nc(C)nc(SCC(=O)C(C)(C)C)c2c1C	-2	-1	15	-4	-17	19	-55	35
COc1ccc(C(CCN2CCCC2)c2c(OC)cc(OC)c3c(-c4ccccc4)cc(=O)oc23)cc1 (centres undefined)	-1	-11	16	67*	-25	26	6	28
CCNC(=S)NCc1ccc(Cl)cc1	0	-5	-3	-8	-8	11	-22	-8
Cc1ccc(N2NC(=O)/C(=C/C=C/c3ccco3)C2=O)cc1C	5	-13	37	-25	-17	21	-6	-4
Cc1ccc(C(=O)N2CCC(C(=O)NCc3cccnc3)CC2)cc1	-5	0	6	-5	1	0	3	-11
CC(=O)Cc1nsc(Nc2cccc(C)c2)n1	8	-9	19	-8	-8	1	-13	-24
COc1cccc(-c2sc3cc(OC)c(OC)cc3c2-c2ccc(OCCN3CCCCC3)cc2)c1	3	.	18	.	.	66*	-3	9
Cc1ccc(S(=O)(=O)CCSc2nccn2C)cc1	-6	-9	4	-8	-20	-20	-27	-3
CN1C(=O)C(=O)/C(=C(/O)c2ccccc2)C1c1ccc([N+](=O)[O-])cc1 (centres undefined)	-6	-10	8	-12	-21	-10	-12	35
COc1ccc(NC(=O)C2CCC(CNc3c(N4CCCCC4)c(=O)c3=O)CC2)c(OC)c1 (centres undefined)	-7	-6	3	-1	14	-11	23	-12
Cn1c(SCc2n[nH]c(=S)o2)nnc1-c1ccccc1	-11	2	11	5	0	-3	3	3
Next records follow.
SMILES	EBI2 block	SENP8 inh	CCR6 antag	UBC13 polyUb	Jurkat NFkB inh	Apaf-1 inh	697 NFkB inh	Gli-Sufu antag
CNc1ccccc1-c1nc2ccccc2n(C)c1=O	-6	4	3	-15	-7	16	9	13
CCOc1ccc(CCNC(=O)Cc2ccc(NC(=O)C3=C(C)OCCS3)cc2)cc1	6	-7	24	11	-18	-4	6	-19
COc1cc(CNn2nnnc2N)cc(Br)c1OCc1c(Cl)cccc1Cl	11	-1	2	-6	21	14	-24	16
Cc1ccc(C(=O)N/C(=C\c2ccco2)C(=O)N2CCSCC2)cc1C	-4	-1	11	-4	0	-12	14	6
CCCOc1ccc(C(C)=O)cc1Cc1c(O)nc(SC)[nH]c1=O	6	4	3	-9	-8	-11	-13	3
c1ccc2c(OCCCCN3CCOCC3)cccc2c1	-4	7	6	7	6	-3	2	0
CCC(C(=O)N1CCN(C(=O)c2ccco2)CC1)n1sc2ccccc2c1=O (centres undefined)	-1	3	7	1	-2	2	8	-17
Cc1ccc(S(=O)(=O)CC(=O)N2CCOCC2)cc1	-5	0	0	-7	-64	-8	12	-41
Cc1cc(=O)[nH]c2c(C)cc(S(=O)(=O)N3CCOCC3)cc12	1	2	5	4	3	-12	15	4
CCOc1ncccc1C(=O)OCC(=O)NCc1ccc2c(c1)OCO2	5	-8	10	-4	8	6	-7	-4
CC(C)(C)OC(=O)N[C@@H](Cc1ccccc1)C(=O)N1CCC(C(=O)NCC(=O)O)CC1	-13	-1	2	1	10	-2	4	6
Cc1ccc(S(=O)(=O)N2CCCCC2)cc1NC(=O)COC(=O)C1CC2C=CC1C2 (centres undefined)	-14	5	18	5	3	-3	5	-2
CC(=O)Nc1ccc(C(=O)NCC(=O)OCc2c(F)cccc2Cl)cc1	4	-8	3	3	1	-2	-4	1
O=S(=O)(NCc1ccccc1F)c1cccc(S(=O)(=O)N2CCOCC2)c1	6	7	2	-1	12	4	7	5
O=C(Nc1ccccc1N1CCOCC1)c1ccccc1NS(=O)(=O)c1ccc(F)cc1	-9	-1	14	4	-3	4	16	-6
COC(=O)NCC(c1ccc2c(c1)OCO2)N1CCN(c2ccc(OC)cc2)CC1 (centres undefined)	8	-2	6	-5	7	-3	7	16
Cc1cc(CNC(=O)COc2ccc(F)cc2F)c2ccccc2n1	1	0	4	1	9	0	-11	43
CCCCC1=NN(C(=O)c2ccncc2)C(O)(C(F)(F)F)C1 (centres undefined)	-3	-13	3	-7	4	-1	-12	1
CCc1nnc(NC(=O)CSCc2cc(=O)n3nc(C)sc3n2)s1	-9	-6	-9	3	5	-20	-2	-20
COc1ccccc1OC(=O)CN1C(=O)c2ccccc2C1=O	-2	-7	-10	3	2	1	-4	4
Cc1ccccc1OCC(=O)N/N=C1\CCOc2c(C)cccc21	4	-8	-17	9	-47	-13	-36	-29
O=C(CNC(=O)c1cccs1)NCCN1CCN(Cc2ccccc2)CC1	8	-2	-3	-10	0	1	11	-2
COCCNc1oc(COc2cccc(C)c2)nc1C#N	-1	-12	7	-2	-9	0	-12	-9
O=C(N/N=C/c1ccc(OC(=O)c2ccco2)cc1)c1ccccn1	-55	19	4	0	-34	2	-85	-80
COc1ccc(C(=O)Nc2nnc(-c3cccs3)s2)cc1	3	-9	4	-11	-49	2	-95	4
Later entries
SMILES	EBI2 block	SENP8 inh	CCR6 antag	UBC13 polyUb	Jurkat NFkB inh	Apaf-1 inh	697 NFkB inh	Gli-Sufu antag
CS(=O)(=O)c1ccc(-n2nnc3ccccc32)c([N+](=O)[O-])c1	-4	3	-16	-6	3	1	12	2
O=C(NC(Cc1ccccc1)C(=O)O)/C(=C\c1ccc(Cl)cc1)NC(=O)c1ccccc1 (centres undefined)	-10	0	8	1	-11	1	18	-3
O=C(CSc1nc(-c2ccc(F)cc2)cs1)N1CCOCC1	4	2	-3	3	-38	-16	-35	-43
Cc1c(N2C(=O)C(=O)/C(=C(/O)c3ccc(Br)cc3)C2c2cccnc2)c(=O)n(-c2ccccc2)n1C (centres undefined)	-23	0	-1	-15	12	1	5	5
CN(C)CCNC(=O)c1ccc(Sc2ccc(Br)cc2)c([N+](=O)[O-])c1	-6	-14	10	14	-3	14	-27	13
C[C@H](CO)N1C[C@H](C)[C@@H](CN(C)C(=O)Nc2ccc3c(c2)OCO3)Oc2c(NC(=O)C3CC3)cccc2C1=O	-13	-11	1	-8	-13	11	-4	8

Screening results (PubChem)
